KCNH2 WT inh: qHTS for Inhibitors of KCHN2 3.1: Wildtype qHTS; activity change, % at 1.84 µM; Voltage-gated inwardly rectifying potassium channel KCNH2 (Homo sapiens), Q12809; 340,000 compounds, 0.37% hits; AID 720551, 2013; U2OS, BacMam KCNH2, thallium flux FluxOr; stronger effect = lower value;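 active = maximum activity change below -70%; inconclusive = maximum activity change between -70% and -50%; inactive = maximum activity change above -50%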; note: % is set by controls: 0 for no effect and ±100 for the full control effect
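U2OS cells transduced with wild-type KCNH2 virus are loaded with FluxOr dye for 45 min, and thallium flux is measured in kinetic reads before and after stimulation buffer. Rate constants are normalized to DMSO controls.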
FBPA coupling cs: qHTS Assay for Inhibitors of Fructose-1,6-bisphosphate Aldolase from Giardia Lamblia: Coupling assay counterscreen; coupling enzyme system counterscreen, AmpLite Red fluorescence; activity change, negative = inhibition, % at 58.2 µM, hits read low; 290,000 compounds, 0.67% hits; in the data active = activity change below about -30%; note: % is set by controls: 0 for no effect and ±100 for the full control effect
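Counterscreen lacking aldolase: glyceraldehyde-3-phosphate coupling-enzyme reagent preincubated 10 min at RT with compound (at 57.5 uM final), then substrate/coupling system with AmpLite Red added; fluorescence read at 525/598 nm after 20 min RT.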
Tb PFK inh: qHTS Assay to Find Inhibitors of T. brucei phosphofructokinase | T. brucei PFK, ADP-Glo luminescence | ATP-dependent 6-phosphofructokinase (Trypanosoma brucei brucei), O15648 | 330,000 compounds, 0.17% hits | Potency, µM (titrated, usually from 57.5 µM), for inactives: at the top dose activity, negative = inhibition, hits mostly inhibitors;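 note: potency is the fitted concentration of half-maximal effect; 0% = uninhibited 1x PFK enzyme wells and -100% = no-enzyme wells; nearly all actives have a fitted effect of over 60% in size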
Target sequence (O15648 whole entry, looked up): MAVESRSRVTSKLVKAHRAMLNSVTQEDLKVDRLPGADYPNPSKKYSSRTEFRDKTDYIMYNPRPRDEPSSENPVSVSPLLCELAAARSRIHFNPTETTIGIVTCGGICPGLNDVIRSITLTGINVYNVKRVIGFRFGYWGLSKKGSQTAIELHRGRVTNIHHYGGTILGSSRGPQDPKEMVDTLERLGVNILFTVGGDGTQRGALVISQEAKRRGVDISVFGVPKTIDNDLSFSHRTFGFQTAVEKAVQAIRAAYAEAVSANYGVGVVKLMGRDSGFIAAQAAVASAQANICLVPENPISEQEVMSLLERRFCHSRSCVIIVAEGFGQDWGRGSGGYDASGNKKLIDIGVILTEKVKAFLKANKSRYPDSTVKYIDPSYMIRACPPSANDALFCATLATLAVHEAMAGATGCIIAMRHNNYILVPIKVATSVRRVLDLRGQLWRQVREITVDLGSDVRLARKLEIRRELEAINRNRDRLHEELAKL
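1.25 nM PFK with 0.5 mM F6P and 0.1 mM ATP in 0.1 M TEA pH 8.0, 5 mM MgCl2, incubated 45 min at room temperature; ADP measured by ADP-Glo luminescence; compounds titrated up to 57 uM.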
GALK inh: qHTS Assay for Inhibitors of Human Galactokinase (GALK) | P51570 | Purified GALK, Kinase-Glo residual ATP luminescence | Potency, µM (titrated, usually from 57.5 µM), for the others: top-dose activity change, negative = inhibition, hits mostly inhibitors | 270,000 compounds, 0.007% hits | AID 1868, 2009; note: potency is the fitted concentration of half-maximal effect; % is set by controls: 0 for no effect and ±100 for the full control effect
Target sequence (P51570 whole entry, looked up): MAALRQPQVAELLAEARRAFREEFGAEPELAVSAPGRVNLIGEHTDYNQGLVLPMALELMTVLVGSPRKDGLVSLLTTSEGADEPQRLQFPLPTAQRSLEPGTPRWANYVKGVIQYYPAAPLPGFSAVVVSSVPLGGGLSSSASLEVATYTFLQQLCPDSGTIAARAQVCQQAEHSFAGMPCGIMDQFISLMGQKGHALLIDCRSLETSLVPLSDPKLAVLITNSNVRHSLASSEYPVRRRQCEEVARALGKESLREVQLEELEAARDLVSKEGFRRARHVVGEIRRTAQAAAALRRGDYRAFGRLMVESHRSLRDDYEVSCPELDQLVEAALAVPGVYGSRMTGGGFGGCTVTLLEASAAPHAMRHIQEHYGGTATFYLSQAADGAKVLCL
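Kinase-Glo Plus luminescence measured ATP left after a 1 h room-temperature reaction. The reaction used 5 nM GALK, 100 uM galactose and 35 uM ATP at pH 8.0 (20 mM HEPES, 5 mM MgCl2, 60 mM NaCl, 1 mM DTT, 0.01% BSA).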
TCR activator: Activators of T cell receptors: qHTS campaign; primary human leukocytes, anti-CD3, IL-2 HTRF, 48 h; Potency, µM (highest dose often 9.22 µM), for inactives: top-dose activation of IL-2 secretion, usual class: activators; 330,000 tested, under 10 active; AID 504894, 2011; note: % of control where 0% means no effect
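1) Mix primary human leukocytes, a-CD3 beads and compound. 2) Incubate 48 hr. 3) Add HTRF IL-2 reagents (a-IL-2-K, a-IL-2-d2).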
Chronic BCR inh: qHTS Assay to Find Inhibitors of Chronic Active B-Cell Receptor Signaling. ABC-DLBCL IkBa-CBG/CBR reporter, luminescence ratio, 4 h. Potency, µM (top dose mostly 46.1 µM), for the others: top-dose ratio change, negative = lower green/red ratio, usual class: inhibitors. 340,000 compounds, 0.05% hits. AID 493014, 2011; active = well fitted inhibition curve with a large enough effect in the signal ratio, with a control signal flat, not every such curve was filed as active; inconclusive = small, poorly fitted or top-dose-only effect, or effect the other way, or a change in a side signal; the % refers to the signal ratio;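 note: potency is the fitted concentration of half-maximal effect; plate controls were basal doxycycline-induced cells for no effect and cells given 10 µM MG132 for full effect; MG132 reads +100%, hits lower the ratio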
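Doxycycline induced both beetle luciferases in TMD8 lymphoma cells; IKK-driven degradation limits the IkappaBalpha-fused green signal, while red luminescence normalises for cell number and nonspecific effects. Compounds tested up to 46 uM, 4 hrs.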
CXXC DNA block: qHTS Fluorescence Polarization Assay for Inhibitors of MLL CXXC domain - DNA interaction. Potency, µM (top dose mostly 115 µM), for the others: top-dose activity change, negative = inhibition, hits mostly inhibitors. MLL-CXXC / FITC-HOXA9 DNA fluorescence polarization. Histone-lysine N-methyltransferase 2A (Homo sapiens), Q03164. 290,000 compounds, 0.037% hits; active = well fitted inhibition curve with a large enough effect in the polarisation, with a control signal flat, not every such curve was filed as active; inconclusive = small, poorly fitted or top-dose-only effect, or effect the other way, or a change in a side signal; inactive = no such curve, though single readings can be large or run the other way; the % refers to the polarisation; note: potency is the fitted concentration of half-maximal effect
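Steps: dispense CXXC domain solution (7 uM) → pin compounds or unlabeled HOX-A9 DNA control → 5 min ambient → add FLSN-HOX-A9 solution (50 nM) → spin → 30 min ambient → fluorescence polarization. Tris pH 7.5/NaCl/DTT/BSA buffer.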
TSHR antag: Antagonists of the Thyroid Stimulating Hormone Receptor: HTS campaign. TSHR-expressing cells, TSH-stimulated cAMP HTRF, 2 h; stronger effect = lower value. activity change, negative = inhibition, % at 11.5 µM. 330,000 compounds, 0.2% hits. AID 504810, 2011;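 active = activity change below a set negative limit, meaning inhibition stronger than a set level, cut at about -70% in these data; inconclusive = activity change between two set negative limits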; note: % is set by controls: 0 for no effect and ±100 for the full control effect
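Antagonism was scored as loss of TSH-driven cAMP in TSHR cells, stimulated with 4nM TSH (EC80) for 2 hours at 37 deg C and detected by homogeneous HTRF competition immunoassay.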
Giardia kill: Small Molecules that selectively kill Giardia lamblia: qHTS | activity change, % at 7.66 µM, hits read low | Giardia lamblia trophozoite viability | AID 540267, 2011 | 340,000 compounds, 0.15% hits; in the data active = activity change below about -80%; inconclusive = between about -30% and that limit;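 note: parasites exposed to compound for two days anaerobically before the ATP read; % is set by controls: 0 for no effect and ±100 for the full control effect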
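Giardia trophozoites, 100 cells per well, were exposed to compounds for 48 hrs at 37 deg C under anaerobic conditions; viability was then read as ATP content by bioluminescence after 15-30 min at room temperature.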
A-T KAP1 phos: qHTS Assay for Identifying a Potential Treatment of Ataxia-Telangiectasia. […] A-T fibroblasts, KAP-1 phosphorylation AlphaLISA; neocarzinostatin DNA damage 30 min before lysis. Potency, µM (titrated, usually from 57.5 µM), inactives show at the top dose activation, hits mostly activators. 320,000 compounds, 0.19% hits; note: potency is the fitted concentration of half-maximal effect; % of control where 0% means no effect; nearly all actives have a fitted effect of over 45% in size
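hTERT-immortalized A-T patient fibroblasts ([…]), 500 cells/well in OPTI-MEM, 1% FBS, got compounds for 60 min, then NCS for 30 min at 37C. Lysates were then assayed for phospho-KAP-1 by AlphaLISA (anti-pKAP1 donor, anti-KAP1 acceptor beads), 6 hr at 25C.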
Starred values were filed as active, the others as inactive; i = inactive; ? = inconclusive; . = no result given; [ ] = dose if it differs, or a comment. Unless noted, calls come from the whole dose curve; as a rule, active = well fitted curve in the direction sought with a large enough effect; inconclusive = small, poorly fitted or top-dose-only effect, or another doubt; inactive = no such curve, though single readings can be large; an effect the other way counts as inactive or inconclusive.

SMILES	KCNH2 WT inh	FBPA coupling cs	Tb PFK inh	GALK inh	TCR activator	Chronic BCR inh	CXXC DNA block	TSHR antag	Giardia kill	A-T KAP1 phos
CCOC(=O)Cc1csc(SCC(=O)NC(C)C23CC4CC(CC(C4)C2)C3)n1 (stereo not drawn)	-2	2	-7%	1%	1%[46.1 µM]	0%	1%	-13	3	4%
CCc1ccc(NC(=O)CSc2nncn2-c2cccnc2)cc1	-4	-1	-2%	-2%	2%	-3%	-12%	-7	8	-1%
COc1cccc(C(=O)NC(=O)Nc2cc(C)on2)c1	-7	-1	-2%	1%	6%	?	7%	-10	5	0%
Cc1cc(OCc2nn[nH]n2)c2c(-c3ccccc3)cc(=O)oc2c1	2	24	0%	1%	0%	5%	-4%	-7	1	5%
O=C(Cn1nnc(-c2ccc(F)cc2)n1)N1CCCCC1	-8	5	0%	0%	7%	3%	25%	19	-1	-2%
NS(=O)(=O)c1ccc(CNC(=O)C(Cc2ccccc2)NS(=O)(=O)c2ccccc2F)cc1 (stereo not drawn)	4	4	1%	-1%	-6%	3%	-1%	11	0	15%
CC(=O)c1c(C)[nH]c(C(=O)Nc2ccc(C)c(C)c2)c1C	-10	0	0%	0%	.	?	6%	-8	-1	-2%
c1ccc(-n2nc3ccccc3n2)cc1	-15	1	1%	5%	5%[46.1 µM]	-15%	1%	0	-15	0%
Cc1nn(C(=O)c2cccc([N+](=O)[O-])c2)c(C)c1Sc1ccccc1	2	-11	1%	-3%	4%	?	2%	4	-16	4%
N#Cc1c2n(c3c(=S)nc[nH]c13)CCCCC2	-2	0	-18%	-1%	-4%	?	17%	17	-8	-6%
COC(=O)c1sc(NC(=S)NC(=O)c2ccccc2)nc1C	22	3	-10%	-3%	-6%[46.1 µM]	0%	2%	30	-12	-3%
CCOc1ccc(OC(=O)NC(c2ccccc2)C(Cl)(Cl)Cl)cc1 (stereo not drawn)	3	.	-1%	-1%	.	?	-2%	10	10	3%
CCOCCCn1c(=O)c(NC(=O)c2ccc(OCC)cc2)c2n(c1=S)CCCCC2	-4	-1	-2%	1%	2%	6%	11%	-2	-1	-6%
O=C(Nc1ccccc1C(=O)O)c1cccc(NC(=O)c2ccccc2Br)c1	0	12	3%	-4%	-9%	-2%	-18%	-10	9	4%
CC1(c2ccc3c(c2)OCCO3)NC(=O)N(CC(=O)Nc2ccccc2)C1=O (stereo not drawn)	-1	.	8%	.	-15%	7%	.	-3	12	9%
O=C(CCNS(=O)(=O)c1cccs1)NCc1ccccc1	-6	8	1%	-1%	6%	2%	-2%	4	-4	-8%
CCOC(=O)N1CCN(C(=O)c2cn(C)c(=O)c3c2c2ccccc2n3C)CC1	-4	5	2%	2%	0%	-3%	5%	7	15	2%
Cc1cccc(-c2noc(CCCC(=O)NC3CCCCC3)n2)c1	3	3	1%	5%	-5%	?	0%	-8	22	0%
O=C1CC(c2cccc(Cl)c2)C(n2cncn2)C(=O)C1C1NCCc2ccccc21 (stereo not drawn)	0	8	-1%	1%	-2%	-2%	8%	-8	-12	0%
Cc1ccccc1CNC(=O)c1ccc2ccccc2n1	-7	0	-1%	1%	-5%	-2%	5%	-17	34[activator]	6%
Cc1ccc(-c2cc(C(=O)N/N=C/c3ccc(F)cc3)n[nH]2)o1	-3	0	3%	-1%	-1%	14%	-1%	13	-17	3%
Cc1ccc(S(=O)(=O)Nc2ccccc2/C=N/c2nc3ccccc3n2C(C)C)cc1	-9	-10	-5%	0%	-5%[46.1 µM]	13%	1%	-10	8	-1%
COc1ccc(S(=O)(=O)N(CCc2ccccc2)CC(=O)O)cc1	-4	14	4%	0%	-2%	12%	13%	5	4	-1%
Cn1c(SCC(=O)NC2CCCC2)nc2c(c1=O)SCC2	20	.	-4%	-1%	4%	4%	-6%	0	3	6%
Cn1nc(-c2ccccc2)c(-c2nc(-c3ccccc3Cl)no2)c1Cl	32	-3	-2%	-1%	-117%	?	10%	-9	-10	3%
CCN(CC)CCCNC(=O)c1cc(-c2ccc3c(c2)OCO3)on1	16	0	0%	3%	-5%	5%	-2%	21	-13	5%
COc1ccc(C2(CNC(=O)c3ccc(OC)c([N+](=O)[O-])c3)CCOCC2)cc1OC	-23	-1	-2%	.	-3%	0%	1%	5	1	-2%
O=C(COC(=O)c1ccc2[nH]c3c(c2c1)CCCC3)Nc1ccc(Cl)cc1Cl	-3	1	-4%	1%	-1%[46.1 µM]	-3%	6%	-7	0	3%
CCOC(=O)C1(Cc2ccc(Cl)cc2)CCN(C(=O)CCc2ccncc2)CC1	i	1	-1%	2%	-13%	5%	5%	-12	10	-3%
CCN=C1NN=C(c2cc(C)n(CCc3ccccc3)c2C)CS1	4	-3	-2%	5%	1%	7%	17%	-9	28	-5%
CN(C)S(=O)(=O)c1cccc(NC(=O)CSc2nc3ccccc3[nH]2)c1	1	1	5%	-2%	-3%	?	0%	-1	16	-4%
O=C(CN1C(=O)NC(Cc2c[nH]c3ccccc23)C1=O)Nc1ccc(Br)cc1F (stereo not drawn)	-2	.	-8%	.	-7%	1%	.	5	-7	5%
COc1ccccc1C(=O)OCCN1CCOCC1	-12	-1	-2%	1%	-4%	16%	13%	5	4	2%
COc1ccc(NC(=O)Cn2nnc(-c3ccccc3F)n2)cc1	-13	4	-3%	0%	0%	-3%	0%	-3	1	3%
CCc1sc(C(=O)Nc2ccc3nc(C)sc3c2)cc1C	3	.	0%	.	4%	?	.	.	5	9%
O=C(Nc1nnc(-c2ccco2)o1)c1ccc2ccccc2c1	3	-3	7%	0%	-10%[46.1 µM]	-11%	-3%	-5	-7	1%
O=C(CN1C(=O)c2ccccc2C1=O)Nc1cc(C(=O)O)cc(C(=O)O)c1	-38	4	-21%	-2%	3%	1%	?	4	2	2%
O=C(NNC(=O)C12CC3CC(CC(C3)C1)C2)c1csc(N2CCOCC2)n1	-3	.	-10%	.	3%	9%	.	-1	15	-9%
O=C(CCNC(=O)C1CCN(S(=O)(=O)c2ccccc2)CC1)NCc1ccccc1Cl	10	.	-4%	7%	5%	-6%	0%	-3	-10	-2%
COc1ccc(Cc2nc3ccc(C(=O)NCc4cc(C)no4)cc3o2)cc1	2	3	1%	2%	4%	-5%	-7%	-10	17	.
C/C(=N\OC(=O)c1ccc(Cl)cc1)c1nccs1	3	0	3%	0%	-5%	-9%	14%	-19	2	0%
COCCn1c(N)c(NCc2ccccc2)c(=O)[nH]c1=O	-12	0	0%	2%	-5%	1%	?	9	15	21%
CCc1nnc(NC(=O)CSc2nnc(-c3ccccc3OC)n2-c2ccccc2)s1	3	5	-4%	-4%	-7%[46.1 µM]	7%	10%	-2	-4	1%
O=C(NC1CCCCC1)C1CC=CCC1C(=O)OCC(Cl)=C(Cl)Cl (stereo not drawn)	-2	1	0%	-2%	2%	7%	8%	-13	2	11%
CCOc1nc(NCCN2CCOCC2)nc(Nc2ccc(C)cc2)n1	3	.	-3%	-2%	-1%	?	15%	-14	18	1%
CCn1cc(CN(C)S(=O)(=O)c2cccc([N+](=O)[O-])c2)cn1	5	5	3%	6%	.	2%	3%	-5	19	0%
COCCNC(=O)C(c1ccc(C)o1)N(CCOC)C(=O)Cn1nnc2ccccc21 (stereo not drawn)	1	0	-3%	12%	-7%	12%	2%	3	6	5%
CCC1(c2ccc(F)cc2)NC(=O)N(CC(=O)N2CCN(S(=O)(=O)c3ccc(Cl)cc3)CC2)C1=O (stereo not drawn)	-2	.	10%	.	-4%	10%	.	1	-15	0%
CNC(=S)NNS(=O)(=O)c1ccc(OC)cc1OC	-1	0	0%	0%	.	3%	9%	19	-16	3%
COC(=O)c1sc(-c2cccs2)cc1N	-1	1	-2%	.	3%	4%	21%	0	-5	-3%
COc1cc(C(=O)Oc2ccc(C(=S)N3CCOCC3)cc2)cc(OC)c1OC	-1	1	-2%	4%	-3%	2%	20%	-6	8	7%
CCN1C(=O)[C@H]2[C@H]3CN=C(SCc4ccc(Cl)cc4)N3[C@@](CC)(C(=O)OC)[C@H]2C1=O	-3	.	-4%	.	1%[46.1 µM]	?	.	9	4	11%
